GPT2 inh = Primary qHTS assay for inhibitors of Glutamate pyruvate transaminase 2 (GPT2); Alanine aminotransferase 2 (Homo sapiens), Q8TD30; Recombinant GPT2, coupled pyruvate oxidase/HRP Amplex Red fluorescence; Potency, µM (titrated, usually from 57.7 µM), for inactives: top-dose activity change, negative = inhibition, usual class: inhibitors; 100,000 compounds, 0.25% hits; note: potency is the fitted concentration of half-maximal effect; nearly all actives have a fitted effect of over 60% in size; many of its hits are not listed in these tables
Target sequence (Q8TD30 whole entry, looked up): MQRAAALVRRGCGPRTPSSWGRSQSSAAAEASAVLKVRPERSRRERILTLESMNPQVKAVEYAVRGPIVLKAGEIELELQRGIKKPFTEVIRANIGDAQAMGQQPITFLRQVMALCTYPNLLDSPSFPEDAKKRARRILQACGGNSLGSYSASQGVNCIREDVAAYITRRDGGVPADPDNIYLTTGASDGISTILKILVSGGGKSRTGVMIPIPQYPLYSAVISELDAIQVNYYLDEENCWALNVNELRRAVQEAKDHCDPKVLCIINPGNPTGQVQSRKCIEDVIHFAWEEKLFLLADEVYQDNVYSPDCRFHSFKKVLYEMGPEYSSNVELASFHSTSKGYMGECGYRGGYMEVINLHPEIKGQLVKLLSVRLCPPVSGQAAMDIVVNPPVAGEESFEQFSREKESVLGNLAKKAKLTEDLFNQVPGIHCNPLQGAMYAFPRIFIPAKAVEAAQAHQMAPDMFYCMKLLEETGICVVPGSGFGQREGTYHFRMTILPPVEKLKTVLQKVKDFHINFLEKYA
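GPT2 10ng/uL, a-KG 250uM, L-Ala 2mM, HEPES pH7.5 + 0.0001% Tween; 30 min RT. Then Amplex mix (PO/HRP/ThPP), 30 min RT dark, fluorescence. AOA 50uM used as positive control.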
IP6K1 inhibitor = Primary qHTS assay for small molecule inhibitors of Inositol hexaphosphate kinase 1 (IP6K1); IP6K1 kinase, ADP-Glo luminescence, 2 h; active compounds read low; activity change, % (series mostly up to about 58 µM); 140,000 compounds, 0.81% hits; AID 1645851, 2021; in the data active = activity change below about -25%
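ADP-Glo luminescence measures ADP made by human IP6K1 during a 2 h RT reaction with ATP/IP6 (mix at 1.3 mM/130 uM); top library doses 57.5 and 19.1 uM final.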
FLuc inh = Firefly luciferase inhibition profiling of diverse chemical library using quantitative high-throughput screening; Luciferin 4-monooxygenase (Photinus pyralis), P08659; Potency, µM (titrated, usually from 115 µM), for inactives: at the highest dose activity change, negative = inhibition, most hits filed as inhibitors; AID 1347043, 2019; purified P. pyralis luciferase, luminescence, biochemical; 76,000 compounds, 2.5% hits; note: potency is the fitted concentration of half-maximal effect; nearly all actives have a fitted effect of over 65% in size
Target sequence (P08659 whole entry, looked up): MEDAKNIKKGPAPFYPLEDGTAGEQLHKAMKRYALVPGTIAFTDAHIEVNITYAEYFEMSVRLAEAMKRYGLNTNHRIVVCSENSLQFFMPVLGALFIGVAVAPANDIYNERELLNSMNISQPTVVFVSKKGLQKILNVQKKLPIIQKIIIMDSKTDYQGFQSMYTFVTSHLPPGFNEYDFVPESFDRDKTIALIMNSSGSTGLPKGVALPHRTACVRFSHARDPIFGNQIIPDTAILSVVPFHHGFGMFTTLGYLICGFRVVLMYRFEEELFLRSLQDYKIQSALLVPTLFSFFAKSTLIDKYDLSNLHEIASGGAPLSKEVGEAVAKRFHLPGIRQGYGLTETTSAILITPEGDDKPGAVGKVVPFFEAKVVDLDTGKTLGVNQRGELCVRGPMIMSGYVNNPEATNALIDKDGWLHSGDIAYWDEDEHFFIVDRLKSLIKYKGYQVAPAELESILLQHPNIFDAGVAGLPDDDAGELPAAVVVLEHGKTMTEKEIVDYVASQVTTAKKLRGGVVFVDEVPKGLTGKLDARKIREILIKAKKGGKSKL
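Luminescence read by CCD imager after adding enzyme (10nM final) to wells holding compound, titrated in qHTS. Substrates 10uM each D-luciferin and ATP; buffer 50mM Tris acetate pH 7.5, 10mM Mg acetate, Tween-20, BSA.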
HEK cytotox = Cytotoxic Profiling in HEK 293 Cell Line of Diverse Libraries Using Quantitative High-Throughput Screening. Potency, µM (series often up to 115 µM), inactives show top-dose activity change, negative = cytotoxicity, usual class: inhibitors. AID 1345083, 2018. HEK 293 viability, ATP luminescence (CellTiter-Glo), 48-72 h. 94,000 compounds, 6.6% hits; note: potency is the fitted concentration of half-maximal effect; nearly all actives have a fitted effect of over 60% in size
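HEK 293 cells seeded at 250 cells/well were exposed to compound for 48 or 72 hr at 37 degree Celsius. Viability taken as ATP content by CellTiter-Glo luminescence.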
NIH3T3 tox = Cytotoxic Profiling in NIH 3T3 Cell Line of Diverse Libraries Using Quantitative High-Throughput Screening; NIH 3T3 viability, CellTiter-Glo ATP luminescence, 48-72 h; Potency, µM (series often up to 96.7 µM), for the others: at the highest dose activity change, negative = cytotoxicity, most hits filed as inhibitors; 94,000 compounds, 4.3% hits; note: potency is the fitted concentration of half-maximal effect; nearly all actives have a fitted effect of over 55% in size
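First NIH 3T3 cells are plated at 400 cells/well; next compound is pinned in; then plates incubate 48 or 72 hr at 37 °C; finally CellTiter-Glo is added and luminescence read after 10 min.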
HEK293 viab = GF-AFC viability counterscreen for inhibitors of alpha-synuclein gene (SNCA) expression | AID 1671193, 2021 | Potency, µM (series often up to 57.1 µM), for the others: at the highest dose activity change, negative = cytotoxicity, most hits filed as cytotoxic | HEK-293-SNCA-luc viability, GF-AFC fluorescence, 24 h | 150,000 compounds, 0.12% hits;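 note: potency is the fitted concentration of half-maximal effect; 0% = DMSO-treated cells and -100% = medium-only wells without cells; nearly all actives have a fitted effect of over 30% in size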
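HEK-293-SNCA-luc cells (1500/well) plated 24 h, then exposed 24 h to a dilution series; GF-AFC added 30 min at 37C, fluorescence 405/540 nm; normalised to medium-only and DMSO wells, Hill fit.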
SNCA expr inh = Primary qHTS assay for inhibitors of alpha-synuclein gene (SNCA) expression. HEK-293 SNCA-luciferase knock-in, luminescence, 24 h. Potency, µM (top dose mostly 57.2 µM), for the others: at the top dose activity change, negative = inhibition, most hits filed as inhibitors. 140,000 compounds, 0.17% hits. AID 1671194, 2021;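 note: potency is the fitted concentration of half-maximal effect; plate controls were DMSO cells for no effect and cell-free wells for full effect; nearly all actives have a fitted effect of over 45% in size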
* hit, by the source's call; i = inactive; ? = inconclusive; . = no result given; [ ] = remark or other dose. Unless noted, calls come from the whole dose curve; as a rule, active = well fitted curve in the direction sought with a large enough effect; inconclusive = small, poorly fitted or top-dose-only effect, or another doubt; inactive = no such curve, though single readings can be large; an effect the other way counts as inactive or inconclusive. Unless noted, % is set by controls: 0 for no effect and ±100 for the full control effect. An excerpt (hit frequency here may not be typical).

Values run as follows: HEK cytotox, GPT2 inh, NIH3T3 tox, SNCA expr inh, FLuc inh, IP6K1 inhibitor, HEK293 viab
COc1ccc(C2CC(=O)Oc3c2c(=O)oc2ccccc32)c(OC)c1OC (stereo not drawn)
  ., ., ., -13%, ., -4, 6%
COc1cc2c(cc1OC1CCCC1)NC(=O)C21CCN(c2ccc(C#N)cn2)CC1
  ?, 1%[88.5 µM], ?, 4%[87.6 µM], -4%[172 µM], -8, 9%[87.6 µM]
CCOC(=O)[C@H]1CN(C(=O)c2ccccc2)[C@]2(C)C(=O)N(CC3CC3)c3ccccc3[C@H]12
  ?, 0%[27.3 µM], -26%[46.1 µM], -5%[25.6 µM], ., 9, -7%[23.9 µM]
O=C1CS(=O)C2(CCNCC2)N1c1ccccc1 (stereo not drawn)
  i, -2%, i, -15%, 8%, -5, -4%
CCN(CCO)CCn1c(Cc2ccccc2)nc2c1c(=O)n(C)c(=O)n2C
  ., i, ., 8%[25.6 µM], ., 2, 5%[23.9 µM]
O=C1NC2(Cc3ccccc31)CN(Cc1cccnc1)C2
  -1%[172 µM], i, 0%[138 µM], 3%[87.6 µM], ., -3, 6%[87.6 µM]
CC(CC(C#N)(c1ccccc1)c1ccccc1)N(C)C (stereo not drawn)
  ., 1%[88.5 µM], ., 34%, ., 3, 77%
C#CCN(C)[C@H](C)Cc1ccccc1
  ., -17%, ., -27%[25.6 µM], ., 5, -7%[23.9 µM]
Cn1nc(-c2cccs2)cc1[C@H]1CN2CC[C@H]1C[C@@H]2CNCc1ccccn1
  ?, 1%[88.5 µM], ?, 15%[87.6 µM], 1%[172 µM], -13, -10%[87.6 µM]
Cn1nc(-c2ccc(F)cc2)cc1[C@H]1CN2CC[C@H]1C[C@@H]2CNC(=O)Nc1ccccc1
  ?, -6%[88.5 µM], ?, 27%[87.6 µM], -27%[172 µM], 2, -4%[87.6 µM]
Cc1ccc(-c2ccccc2CN2CCN(C(=O)Cc3ccc(F)cc3)CC2)cc1Cl
  ?, -13%, ?, ?, ., -4, -3%[12.5 µM]
c1ccc2c(c1)[I+]c1ccccc1-2
  ., i, ., ?, ., ., -24%
COc1cc2c(cc1OCc1ccccc1)N(C(=O)COc1ccccc1C(N)=O)CC21CCN(C)CC1
  40µM*, -3%, 22µM*, ?, 6%, -4, ?
COc1ccc(-c2cc([C@H]3CN4CC[C@H]3C[C@@H]4CNC(=O)Nc3cccc4ccccc34)n(C)n2)cc1OC
  45µM*, i, ?, -9%, 0%, 2, 1%
CN(CCc1ccccn1)C[C@H]1CN2CC[C@H]1C[C@@H]2CNC(=O)Nc1ccccc1
  i, 3%[88.5 µM], -7%[174 µM], 13%[87.6 µM], 14%[172 µM], 1, 6%[87.6 µM]
O=C(c1cccs1)N1C[C@@H]2C[C@H](C1)c1c(-c3cncnc3)ccc(=O)n1C2
  i, -2%[88.5 µM], -4%[174 µM], 22%[87.6 µM], 4%[172 µM], -4, 0%[87.6 µM]
Cn1nc(-c2ccccc2)cc1[C@H]1CN2CC[C@H]1C[C@@H]2CNC(=O)N1CCOCC1
  -9%[172 µM], -11%[88.5 µM], -24%[174 µM], ?, 1%[172 µM], 3, 5%[87.6 µM]
CN1C(=O)[C@]23CC4C(C)(C)[C@@]5(C[C@@]41CN2CC[C@@]3(C)O)C(=O)Nc1c5ccc2c1OC=CC(C)(C)O2 (stereo partly drawn)
  ., 3%[27.3 µM], ., ., ., -5, -28%[23.9 µM]
O=C(NC[C@H]1C[C@@H]2CCN1C[C@@H]2CN1C[C@@H]2C[C@H](C1)c1cccc(=O)n1C2)c1ccc(C(F)(F)F)cc1
  ?, i, -5%, 2%, 11%, 11, 6%
O=C(c1ccc2c(c1)N(Cc1ccc(F)cc1)C(=O)c1ccccc1S2)N1CCC2(CC1)OCCO2
  ., ., ., -11%, ., 1, -5%
COc1ccc(-c2cc([C@H]3CN4CC[C@H]3C[C@@H]4CNC(=O)c3cccs3)nc(C)n2)cc1OC
  ?, -3%, ?, 31%[activator], 4%, 10, 0%
Cc1ccccc1-n1nc(C)c2c1NC(=O)CSC2c1ccccc1C(F)(F)F (stereo not drawn)
  ., ., ., ?, ., -13, -20%
CC(C)(O)[C@H]1O[C@H]2CC[C@@]3(C)[C@@](O)(CC[C@H]4Cc5c([nH]c6ccccc56)[C@@]43C)C2=CC1=O
  ., 4%[27.3 µM], ., ., ., -4, -5%[23.9 µM]
C/C=C(\C)C(=O)OC1CC2C(CC=C3CC(OC4CC(OC)C(OC5CC(OC)C(OC6OC(C)C(OC7OC(CO)C(O)C(O)C7O)C(OC)C6O)C(C)O5)C(C)O4)CCC32C)C2(O)CCC(C(C)=O)C12C (stereo not drawn)
  ., ?, ., ., ., 13, -10%[12.5 µM]
O=C1Nc2ccccc2CC12CN(Cc1cccnc1)C2
  -2%[172 µM], ?, -15%[138 µM], 4%[87.6 µM], ., 10, 3%[87.6 µM]
C[C@]12CCC(=O)C=C1CC[C@@H]1[C@H]3CC[C@](C)(O)[C@@]3(C)CC[C@@H]12
  ., i, ., -16%[87.6 µM], ., 22, ?
Cn1nc(CN2CCOCC(CO)C2)c2c(Cl)cccc21 (stereo not drawn)
  -8%, 4%, -7%, 17%, 2%, -7, 2%
CNc1ncc(C(=O)N2C[C@H]3COc4ccccc4C[C@@]3(C(=O)O)C2)cn1
  -24%, -5%, 1%, 0%, -4%, 3, 4%
O=C(Cc1ccccc1)N1CCC(C(=O)O)(c2ccccc2)CC1
  i, -5%, ?, 13%, ., -13, 4%
Cc1ccc(-n2c(/C=C/c3ccccc3)nc3ccccc3c2=O)cc1Cl
  ., ., ., 4%, ., -11, 0%

Compound profiles, from the list above:
Record of `c1ccc2c(c1)[I+]c1ccccc1-2` = HEK cytotox: .; GPT2 inh: i; NIH3T3 tox: .; SNCA expr inh: ?; FLuc inh: .; IP6K1 inhibitor: .; HEK293 viab: -24%
Record of `O=C(NC[C@H]1C[C@@H]2CCN1C[C@@H]2CN1C[C@@H]2C[C@H](C1)c1cccc(=O)n1C2)c1ccc(C(F)(F)F)cc1` = HEK cytotox: ?; GPT2 inh: i; NIH3T3 tox: -5%; SNCA expr inh: 2%; FLuc inh: 11%; IP6K1 inhibitor: 11; HEK293 viab: 6%
Record of `COc1cc2c(cc1OCc1ccccc1)N(C(=O)COc1ccccc1C(N)=O)CC21CCN(C)CC1` = HEK cytotox: 40µM*; GPT2 inh: -3%; NIH3T3 tox: 22µM*; SNCA expr inh: ?; FLuc inh: 6%; IP6K1 inhibitor: -4; HEK293 viab: ?

Next part
Values run as follows: HEK cytotox, GPT2 inh, NIH3T3 tox, SNCA expr inh, FLuc inh, IP6K1 inhibitor, HEK293 viab
Oc1ccc2c3c1O[C@H]1[C@H](N(CCCl)CCCl)CC[C@@]4(O)[C@@H](C2)N(CC2CC2)CC[C@]314
  ., i[11.5 µM], ., ., ., 15, ?
Cc1nc(N)nc(N2CC[C@@H]3CC[C@H](C2)N3C)c1CCC(=O)O
  4%, -1%, 1%, 5%, 3%, -7, 12%
CC(C)N1C(=O)OCC12CCN(Cc1cccnc1)C2 (stereo not drawn)
  -19%[230 µM], ?, ?, ?, 3%[230 µM], 20, 12%[87.6 µM]
CN1CCNc2cc(Nc3ccncc3)ncc2C1
  ?, -18%[88.5 µM], ?, -4%[87.6 µM], -7%[230 µM], -20, -15%[87.6 µM]
O=C(NCc1ccc(F)cc1)[C@H]1CN2CC[C@H]1C[C@@H]2Cn1cc(-c2ccccc2)nn1
  ?, -13%[88.5 µM], ?, 9%[87.6 µM], 8%[172 µM], 17, 4%[87.6 µM]
Cc1nc(-c2cccs2)cc([C@H]2CN3CC[C@H]2C[C@@H]3CNC(=O)C2CC2)n1
  -18%[172 µM], 0%[88.5 µM], -27%[174 µM], -2%[87.6 µM], -14%[172 µM], -16, 12%[87.6 µM]
O=C(NC1CCCCC1)[C@H]1CN2CC[C@H]1C[C@@H]2Cn1cc(-c2ccccc2)nn1
  ?, 0%[88.5 µM], -17%[174 µM], -17%[87.6 µM], 9%[172 µM], 0, -21%[87.6 µM]
COc1ccc(S(=O)(=O)N2C[C@@H]3C[C@H](C2)c2c(-c4ccccc4F)ccc(=O)n2C3)cc1
  -8%, ?, -9%, 20%, 5%, 14, 7%
COc1ccc([C@@H]2CN(C(=O)c3sccc3C)[C@@H]3C4CCN(CC4)[C@@H]32)cc1
  -2%, ?, 1%, 11%, 2%, 4, -2%
ClCCCN1CCN(c2cccc(Cl)c2)CC1
  ., -27%, ., -43%[25.6 µM], ., 7, -3%[23.9 µM]
Cc1cccc(OCC(=O)N2CC(N(Cc3ccncc3)CC(C)C)C2)c1
  ?, i, -28%, -1%, ., 10, -11%
COc1cccc(C(=O)N2CCC3(CC2)c2nccn2-c2ccccc2CN3C)c1OC
  20%, i, 3%, -10%, 1%, 17, 0%
O=C(N[C@@H]1N=C(c2ccccc2F)c2cccc3c2N(CC3)C1=O)c1cc2ccccc2[nH]1
  ., -15%, ., 117%[activator][25.6 µM], ., 18, -32%[23.9 µM]
CN(C)CC(=O)Nc1ccc2n(c1=O)C[C@H]1C[C@@H]2CN(C(=O)c2ccc(F)cc2)C1
  -11%[172 µM], 3%[88.5 µM], -6%[174 µM], -12%[87.6 µM], 12%[172 µM], -5, 3%[87.6 µM]
Clc1cccc(SC2CCNCC2)n1
  ., i, ., 16%[25.6 µM], ., 14, -2%[23.9 µM]
O=C(c1cccc(Cl)c1)N1CCC(C(=O)O)(c2ccccc2)CC1
  i, i, -1%, 0%, ., -11, 4%
Cn1cc(CN2CCN3C(=O)N(c4ccccn4)C[C@H]3C2)cn1
  i, 0%[88.5 µM], 0%[138 µM], 28%[87.6 µM], -25%[172 µM], 6, 1%[87.6 µM]
CCC(C)C1NC(=O)C(C(C)=O)=C1O (stereo not drawn)
  ., ?, ., ., ., -18, -20%[87.6 µM]
O=c1cccc2n1CC1CNC[C@H]2C1
  ., 1%, ., 18%, ., ., 3%
Cc1nc(CCN)no1
  -4%, i, i, -12%, 3%, 15, 8%
COc1ccc(CN2C[C@@H]3C[C@H]2C(=O)Nc2ccccc2O3)cn1
  -15%[172 µM], i, -15%[138 µM], 6%[87.6 µM], -7%[172 µM], 12, -3%[87.6 µM]
COc1cc2c(cc1OCc1ccccc1)N(C(=O)C1CCC(C)CC1)CC21CCN(C)CC1 (stereo not drawn)
  28µM*, 4%, 20µM*, ?, 7%, -8, ?
